Screening results (PubChem)
IDH1 R132H inh: inhibitors of human mutant IDH1 R132H. O75874. IDH1-R132H enzyme, NADPH consumption, diaphorase/resazurin fluorescence. AID 602179. hit rate 0.093% among 390,000. Potency, µM (highest dose often 76.6 µM), inactives show at the highest dose activity change, negative = inhibition, most hits filed as inhibitors; further: potency means the concentration at half of the fitted maximal effect; on the % scale 0 is the no-effect control and ±100 the full control effect; nearly all actives have a fitted effect of over 65% in size
Target sequence (O75874 whole entry R132H, stated change not applied): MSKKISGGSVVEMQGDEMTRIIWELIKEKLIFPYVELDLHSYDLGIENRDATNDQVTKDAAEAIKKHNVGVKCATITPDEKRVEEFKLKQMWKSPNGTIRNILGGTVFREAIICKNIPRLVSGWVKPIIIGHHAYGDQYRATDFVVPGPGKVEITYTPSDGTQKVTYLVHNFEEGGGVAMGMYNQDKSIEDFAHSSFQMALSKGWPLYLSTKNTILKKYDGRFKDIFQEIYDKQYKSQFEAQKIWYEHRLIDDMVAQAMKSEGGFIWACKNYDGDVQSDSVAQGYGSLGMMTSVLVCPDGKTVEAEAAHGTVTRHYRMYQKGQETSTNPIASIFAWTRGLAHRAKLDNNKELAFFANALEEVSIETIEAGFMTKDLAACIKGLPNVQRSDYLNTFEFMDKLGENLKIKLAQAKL
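IDH1-R132H (0.5 ug/mL dispensed) in pH 7.5 Tris buffer was preincubated 30 min with compound, then given a substrate mix of 0.016 mM NADPH and 2 mM alpha-KG for 80 min at room temperature; remaining NADPH was read by diaphorase/resazurin fluorescence.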
TRHR ag: activates the human TRH receptor; TRHR cells, calcium flux fluo-8, FDSS agonist mode; activation, % at 2 µM; hit rate 0.18% among 360,000; AID 493084; in the data active means activation above about 30%; further: 0% is about no effect
Target sequence (P34981 whole entry, looked up): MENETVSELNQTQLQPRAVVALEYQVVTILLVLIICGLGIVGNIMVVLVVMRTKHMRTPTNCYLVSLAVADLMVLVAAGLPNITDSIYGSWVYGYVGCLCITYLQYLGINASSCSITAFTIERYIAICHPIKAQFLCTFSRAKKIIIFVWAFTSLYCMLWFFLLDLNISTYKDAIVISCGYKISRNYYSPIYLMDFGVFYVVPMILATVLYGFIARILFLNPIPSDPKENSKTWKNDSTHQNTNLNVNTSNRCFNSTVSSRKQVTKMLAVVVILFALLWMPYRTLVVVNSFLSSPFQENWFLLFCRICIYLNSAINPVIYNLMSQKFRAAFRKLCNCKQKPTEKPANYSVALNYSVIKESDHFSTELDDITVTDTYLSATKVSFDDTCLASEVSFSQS
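In this calcium-flux screen, cells bearing human TRHR are dye-loaded with fluo-8, baselined for 10 cycles, then exposed to library compounds; positive kinetic calcium responses during the agonist phase mark hits, with TRH as control.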
D2 antagonist: antagonizes the human D2 dopamine receptor; HEK293 TREx D2 cells, calcium flux, dopamine EC80; inhibition, % at 10 µM; hit rate 2% among 340,000; in the data active means inhibition above about 30%; further: 0% is about no effect
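Compounds are added to dye-loaded, induced HEK293 T-REx cells coupled to calcium release via D2; after a 3 min kinetic read an EC80 dopamine stimulus is given and fluorescence is recorded for 3 more min.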
TRHR PAM: allosterically enhances the human TRH receptor; hit rate 0.66% among 360,000; TRHR cells, fluo-8 calcium fluorescence, EC20 TRH enhancement; enhancement, % at 2 µM; in the data active means enhancement above about 30%; further: 0% is about no effect
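TRHR-expressing cells loaded with fluo-8 calcium dye were read kinetically (ex 480/em 530) during compound addition, then stimulated with an EC20 of TRH (10 nM final). Enhancement of the Gq-mediated intracellular calcium response was scored.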
D2 ag: agonists of human D2 dopamine receptor; activation, % at 2 µM; P14416; HEK293 T-REx D2 cells, calcium flux agonist mode; hit rate 0.53% among 340,000; AID 485358;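 active means activation over 3 SD above normal in the single-dose calcium agonist read, cut at about 30% in these data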; further: 0% is about no effect
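HEK293 Trex D2 cells, tetracycline-induced, o/n 30 C 5% CO2; no-wash Ca dye, RT 30–90 min; 10-cycle baseline, 23 nl cpd added, kinetic Ca read 180 s; agonist hits = positive Ca response.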
PI4K2A inh: inhibitors of human PI4K2A. Q9BTU6. purified PI4K2A, ADP-Glo luminescence, 1 h; stronger effect = lower value. activity change, negative = inhibition, % at 76.9 µM. hit rate 0.13% among 420,000; in the data active means activity change below about -50%; inconclusive means mostly about -30% to -49%;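 further: -100% = wells without enzyme as full effect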
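Compounds are screened against recombinant PI4K2A using PI as substrate and ATP, the latter dispensed at 300 microM. Reactions run one hour at ambient temperature before ADP-Glo detection; full inhibition defined by wells lacking enzyme.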
USP1-UAF1 inh: blocks the human USP1/UAF1 deubiquitinase complex; O94782; recombinant USP1/UAF1, Ub-Rhodamine cleavage fluorescence; Potency, µM (doses to about 57.1 µM), inactives show top-dose activity change, negative = inhibition, usual class: inhibitors; hit rate 0.23% among 390,000; AID 743255; further: potency means the concentration at half of the fitted maximal effect; on the % scale 0 is the no-effect control and ±100 the full control effect; nearly all actives have a fitted effect of over 60% in size; inactives centre near -12
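USP1/UAF1 complex at 1 nM was preincubated with compound for 15 min at room temperature, then Ub-Rho substrate (150nM final) was added. Fluorescence (480/540 nm) was read kinetically, 6 reads every 60 seconds.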
TrxR1 substrate: rat thioredoxin reductase 1 substrate activity | O89049 | purified TrxR1 substrate turnover, NADPH consumption readout | Potency, µM (titrated, usually from 114 µM), for the others: at the top dose activity change, negative = substrate turnover | hit rate 0.01% among 390,000; further: potency means the concentration at half of the fitted maximal effect; on the % scale 0 is the no-effect control and ±100 the full control effect; nearly all actives have a fitted effect of over 50% in size
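Rat TrxR1, dispensed at 90 nM, was prereduced with 400 uM NADPH (final) for 5 min at ~22 deg C, then incubated with compound 15 min before 400 uM selenite. A first-read NADPH fluorescence drop versus no-compound background flagged substrates.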
rTrxR1 inhibitor: inhibitors of rat thioredoxin reductase 1; O89049; recombinant rTrxR1, NADPH fluorescence consumption, selenite substrate; Potency, µM (top dose mostly 114 µM), without a hit: top-dose activity change, negative = inhibition, actives largely listed as inhibitors; hit rate 1% among 390,000; further: potency means the concentration at half of the fitted maximal effect; on the % scale 0 is the no-effect control and ±100 the full control effect; nearly all actives have a fitted effect of over 65% in size
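Rat TrxR1 (90 nM in the dispensed reagent) was pre-reduced with 400 uM NADPH for 5 min at room temperature, then incubated with compound for 15 min. After 400 uM selenite was added, NADPH fluorescence (Ex 340/Em 450 nm) was followed for 8 min.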
An asterisk follows results filed as active; u = inconclusive; x = no result given; & = joins results of further samples; [ ] = another dose, or the depositor's remark. Unless noted, the call rests on the fitted dose curve; in most records, active means well fitted inhibition curve with a large enough effect; inconclusive means small, poorly fitted or top-dose-only effect; inactive means no such curve, though single readings can be large or run the other way.

Start of the data: the first 2 compounds as a preview:
compound	IDH1 R132H inh	TRHR ag	D2 antagonist	TRHR PAM	D2 ag	PI4K2A inh	USP1-UAF1 inh	TrxR1 substrate	rTrxR1 inhibitor
CCCc1nc2ccc(NC(=O)NCCC(=O)OCC)cc2c(=O)n1Cc1ccc(Cl)cc1	7%	0.3	-22	-1	-0.5	2	-7%	-7%	-5%
CCC(=O)N1CCc2cc(Br)cc(S(=O)(=O)CC(=O)OC)c21	-2%	-0.1	12	-1	-1.1	-10	-17%	8%	18%[57.1 µM]

This part in full, from the start:
compound	IDH1 R132H inh	TRHR ag	D2 antagonist	TRHR PAM	D2 ag	PI4K2A inh	USP1-UAF1 inh	TrxR1 substrate	rTrxR1 inhibitor
CCCc1nc2ccc(NC(=O)NCCC(=O)OCC)cc2c(=O)n1Cc1ccc(Cl)cc1	7%	0.3	-22	-1	-0.5	2	-7%	-7%	-5%
CCC(=O)N1CCc2cc(Br)cc(S(=O)(=O)CC(=O)OC)c21	-2%	-0.1	12	-1	-1.1	-10	-17%	8%	18%[57.1 µM]
COc1cc(-c2ccc(NC(=O)NC3CC3)c(OC)c2)ccc1NC(=O)NC1CC1	x	-0.2	-23	10	-0.5	x	x	x	x
O=C(CCc1nc2ccccc2c(=O)[nH]1)OCC(=O)c1ccc(C2CCCCC2)cc1	-3%	0.1	27	1	1.3	0	-19%	-1%	-6%
COc1ccc(C2OC(=O)CC2C(=O)NCc2ccc(F)cc2)cc1OC (configuration not stated)	5%	-0.4	7	-5	-0.5	-10	-16%	4%	14%
Cc1ccc(C(=O)NC(=S)NCc2ccccc2)cc1Br	5%	x	x	x	x	0	-17%	5%	-29%
COc1cc(C(=O)OCC(=O)Nc2cc(S(=O)(=O)N3CCOCC3)ccc2C)ccc1OCC(C)C	-2%	-1.2	-8	17	2.0	1	-21%	-4%[57.1 µM]	17%
COc1cc(NC(=O)COC(=O)CO/N=C(\C)c2ccc3c(c2)OCO3)cc(OC)c1	4%	-0.7	-2	-4	0.2	-2	-9%	-1%	25%
CCCC(c1nnnn1Cc1ccccc1)N1CCN(c2ccccc2OC)CC1 (configuration not stated)	1%	0.0	-7	-4	0.6	3	-15%	-12%	8%[57.1 µM]
CC(c1ccccc1)N1CCn2c(nc3cc(NS(C)(=O)=O)ccc32)C1 (configuration not stated)	-1%	1.2	-7	-1	0.6	1	0%	11%[57.1 µM]	23%[57.1 µM]
CC(=O)c1[nH]c(C)c(C(=O)NCc2ccc(Cl)cc2)c1C	1%	-0.7	x	-3	-0.1	3	10%	-5%	1%
O=C(Oc1cccc([N+](=O)[O-])c1)C1CCN(C(=O)c2ccc(F)cc2)CC1	5%	-0.8	10	1	0.3	9	-5%	-3%	-8%
CC(Sc1ccccc1)C(=O)NN=C1CCCC1 (configuration not stated)	0%	0.2	x	-3	x	0	-14%	-3%	7%
CC(=O)Nc1ccc(Nc2ncnc3sc4c(c23)CCCC4)cc1	2%	-0.2	x	2	-1.1	-15	-20%	-4%[57.1 µM]	14%[57.1 µM]
COc1ccc2nc(NC(=O)C3CCN(S(=O)(=O)c4cccc5nsnc45)CC3)sc2c1	-1%	x	x	x	x	-8	-1%	-6%	5%
CCN(c1ccccc1)S(=O)(=O)c1ccc(Cl)c(NC(=O)c2ccc(=O)[nH]n2)c1	5%	-0.4	-29	10	0.2	-1	-8%	2%	6%
OC1CCC(Nc2ncnc3sccc23)CC1 (configuration not stated)	9%	-0.1	0	3	-1.0	4	-9%	2%	1%
Cc1onc(C(=O)N2CCN(c3ccccc3F)CC2)c1-c1ccccc1Cl	-1%	-1.5	-7	5	-1.4	-3	0%	-8%	-8%
COc1ccc(C(=O)Nc2c(O)ccc3ccccc23)cc1	18%	x	x	x	x	-16	-18%	-22%[57.1 µM]	6%[57.1 µM]
Cn1c(SCC(=O)Nc2ccccc2F)nnc1-c1cccs1	9%	-0.3	8	-4	9.2	-10	-13%	-14%[57.1 µM]	26%[57.1 µM]
Cc1ccc(Cl)cc1N1CCN(C(=O)c2ccc(NS(=O)(=O)c3c(C)noc3C)cc2)CC1	5%	0.1	1	0	0.8	-2	-7%	-2%	13%
COc1cccc(CN(C)C(=O)Cc2c[nH]c3ccccc23)c1OC	6%	0.3	0	3	0.0	-2	-15%	-8%[0.0914 µM]	2%[57.1 µM]
CC(=O)C1=C(O)C(=O)N(c2ccc(O)cc2)C1c1ccc(Cl)cc1 (configuration not stated)	1%	0.3	-3	3	0.3	6	-10%	-5%	-8%
CCOc1ccc(-n2ccc(=O)c(C(=O)Nc3ccc(S(=O)(=O)N4CCOCC4)cc3)n2)cc1	-2%	0.3	5	2	-0.2	1	-25%	3%	30%
CCN(CCO)C1CC(=O)N(c2ccccc2C)C1=O (configuration not stated)	0%	2.4	9	-3	-0.2	6	-16%	0%	50µM*
COc1cc(NC(=O)C2CCCN2C(=O)OCc2ccccc2)cc(OC)c1 (configuration not stated)	1%	-1.6	4	-10	-0.8	3	-1%	-9%	19%[57.1 µM]
Cc1ccc(-n2[nH]c(C)c(/C=N/NC(=O)c3cccc([N+](=O)[O-])c3)c2=O)cc1C	x	-2.2	11	0	-1.7	x	x	x	x
O=C(Nc1nnc(S(=O)(=O)N2CCCCCC2)s1)c1ccccc1Br	-4%&-5%	0.2&0.1	11	4&-2	-0.3&-0.2	-5&0	-24%&-11%	-3%&-13%	-1%&7%
O=C(CC(c1ccccc1)c1ccccc1)Nc1nn[nH]n1	14%	0.9	-17	-3	0.7	-23	-13%	-2%[57.1 µM]	30%[57.1 µM]
CC(C)C[C@H](NC(=O)N1CCn2c1nc1ccccc12)C(=O)NC1CCCCC1	-3%	0.1	3	-1	0.2	-2	-11%	2%[57.1 µM]	21%[57.1 µM]

compound	IDH1 R132H inh	TRHR ag	D2 antagonist	TRHR PAM	D2 ag	PI4K2A inh	USP1-UAF1 inh	TrxR1 substrate	rTrxR1 inhibitor
COC(=O)c1ccc(Oc2nc(SC)nc(N(C)C)n2)cc1	5%	-0.4	8	1	0.4	3	-1%	-22%[57.1 µM]	4%[57.1 µM]
CCOC(=O)c1c(N)sc(C(N)=O)c1C	14%	0.0	3	0	-0.2	6	2%	8%[57.1 µM]	0%[57.1 µM]
O=C(CSc1nc2cc(Cl)ccc2o1)c1cccs1	7%	-0.1	6	-10	-0.3	3	-14%	17%[57.1 µM]	13%[57.1 µM]
CCc1nc(SCC(=O)Nc2ccc(Br)cn2)n[nH]1	x	0.8	-4	10	0.5	x	x	x	x
COc1ccc(C2CC(c3ccccc3)=NN2C(=O)COC(=O)c2cnc(Cl)c(Cl)c2)cc1 (configuration not stated)	-6%	1.2	24	7	0.4	6	-5%	8%	15%
Nc1c(Cl)cc(Cl)cc1C(=O)OCC(=O)N1CCOCC1	3%	-0.3	-5	3	-0.8	1	3%	237%[activator]	8%[57.1 µM]
COc1cccc(N(C(=O)c2snc(C(N)=O)c2N)C(C(=O)NCC2CCCO2)c2ccc(C)o2)c1 (configuration not stated)	-3%	-0.6	-8	-1	6.1	0	-19%	10%[57.1 µM]	3%[57.1 µM]
COc1ccc(CCNC(=O)Cn2nnc(-c3ccc(Cl)cc3)n2)cc1OC	2%	0.1	x	26	0.3	-1	u	-6%[57.1 µM]	5%[57.1 µM]
COc1ccc(NC(=O)CSc2nnc(-c3cc(C)[nH]n3)n2N)cc1	-4%	-0.1	15	-2	0.2	0	-10%	4%	30%
N#Cc1cc2c(nc1SCc1ccccc1)CCCC2=O	5%	-0.4	0	1	0.2	-3	-25%	-7%	-1%
Cc1nn(-c2ccccc2)c(Cl)c1C(=O)NCCN(C)C	3%	1.4	-7	-3	0.2	3	-4%	3%	17%
COc1ccc(NC(=O)CSc2nc3ccccc3cc2Cc2ccccc2)cc1	-6%	x	x	x	x	8	-10%	-8%	-11%
Cc1ccc(NC(=O)N2CCC(N3CCN(Cc4ccccc4)C(=O)C3=O)CC2)cc1Cl	0%	-0.1	x	-1	0.5	3	u	-16%[57.1 µM]	-16%[57.1 µM]
COc1cc(/C=N/NC(=O)CNC(=O)/C=C/c2ccco2)cc(OC)c1OC	-2%	-0.3	3	31*	0.0	-5	3%	-4%[57.1 µM]	u
C#CC[N+](C)(C)CC#Cc1ccc(Cl)cc1	1%	-0.5	4	0	-0.1	1	4%	-1%	-60%
O=C(N/N=C/c1ccccc1C(F)(F)F)c1ccc2nc[nH]c2c1	0%	-0.3	-8	24	-0.5	-1	-9%	-11%	-11%
CCc1nc(Nc2ccc(O)cc2)c2oc3ccccc3c2n1	7%	-1.4	-5	-7	-1.6	-27	-9%	-4%	1%
C/C(=N\NC(=O)C1COc2ccccc2O1)c1ccc(N2CCOCC2)cc1 (configuration not stated)	-6%	1.1	-6	5	0.2	-16	-3%	7%[57.1 µM]	21%[57.1 µM]
Cc1nc(Cl)sc1C(=O)Nc1ccc(C(C)(C)C)cc1	4%	-1.4	2	3	-0.8	1	-21%	-9%	-7%
COc1cc(SC)ccc1C(=O)NCCCOC(C)C	5%	0.3	1	-5	0.4	3	-2%	0%[57.1 µM]	3%[57.1 µM]
O=C(O)C1CCN(Cc2ccccn2)CC1	3%	0.0	9	0	30	-6	-7%	11%[57.1 µM]	13%[11.4 µM]
Cc1c(Cl)cccc1NC(=O)c1ccc2nc(C(C)C)oc2c1	0%	0.1	x	-2	-0.5	-1	-18%	7%[57.1 µM]	19%[57.1 µM]
CC(=O)N1CCCc2cc(S(=O)(=O)NCCC3=CCCCC3)ccc21	-1%	-0.6	1	-5	0.4	3	-13%	-4%	-11%
O=C(NCCN1CCN(c2ccccc2)CC1)C1CCN(S(=O)(=O)c2cccc3nsnc23)CC1	-3%	-0.5	55*	0	28	-2	-5%	-2%	9%
O=C(Nc1ccc2c(c1)OCCO2)c1cc2sccc2n1Cc1ccccc1	7%	-0.3	2	0	-1.8	-2	-21%	4%[57.1 µM]	12%[57.1 µM]
